High-throughput results from PubChem BioAssay.
OPRM1-OPRD1 inv: inverse agonists of MOR-DOR heterodimerization, primary screen, cell-based, luminescence; Mu-type opioid receptor (Homo sapiens) + Delta-type opioid receptor (Homo sapiens), …; cell-based MOR-DOR heterodimer luminescence, inverse agonism; inhibition, % at 9.3 µM; 0.21% of 340,000 active; in the data active means inhibition above about 22%, passing the limit was not always enough;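 further: 0% = cells with DMSO and 100% = wells without cells with DMSO; values of inactives mirror those of a sister screen read the other way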
Target sequence (P35372 whole entry, looked up): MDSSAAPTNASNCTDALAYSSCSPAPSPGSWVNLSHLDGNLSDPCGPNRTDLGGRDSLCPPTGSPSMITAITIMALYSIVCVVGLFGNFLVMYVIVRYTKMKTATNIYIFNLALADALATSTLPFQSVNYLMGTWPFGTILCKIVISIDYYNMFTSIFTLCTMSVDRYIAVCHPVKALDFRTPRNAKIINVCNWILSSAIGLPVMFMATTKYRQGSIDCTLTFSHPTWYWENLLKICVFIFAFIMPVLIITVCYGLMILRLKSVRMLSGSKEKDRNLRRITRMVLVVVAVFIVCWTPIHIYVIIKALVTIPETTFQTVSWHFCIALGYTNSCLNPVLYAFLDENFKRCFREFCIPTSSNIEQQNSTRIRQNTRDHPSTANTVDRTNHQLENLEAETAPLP
Target sequence (P41143 whole entry, looked up): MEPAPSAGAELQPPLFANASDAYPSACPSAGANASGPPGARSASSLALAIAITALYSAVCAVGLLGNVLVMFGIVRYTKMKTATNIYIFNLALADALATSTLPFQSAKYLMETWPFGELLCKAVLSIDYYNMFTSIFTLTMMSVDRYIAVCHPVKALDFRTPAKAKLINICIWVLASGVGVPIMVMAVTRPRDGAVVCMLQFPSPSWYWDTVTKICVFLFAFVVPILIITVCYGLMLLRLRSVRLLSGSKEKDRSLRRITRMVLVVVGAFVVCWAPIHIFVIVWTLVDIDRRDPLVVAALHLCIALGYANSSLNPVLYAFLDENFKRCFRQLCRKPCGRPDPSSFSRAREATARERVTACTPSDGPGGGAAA
Arr AP2 block: inhibitors of beta-arrestin/AP2 binding, primary screen, biochemical, GPCR trafficking, flow cytometry; 0.31% of 340,000 active; AID 504490, 2011; inhibition, % at 10 µM; beta-arrestin 1 C-terminal peptide binding to AP2 beta2-adaptin appendage (human); FITC-arrestin peptide / GST-AP2 beads; AP2 beta2 appendage carries R879A mutation;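 active means inhibition above a set limit, near 3 SD of compounds lacking own fluorescence, cut at about 54% in these data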;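 further: plate controls were DMSO wells for no effect and 5 µM unlabelled arrestin peptide for full effect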
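System: GST-AP2 R879A glutathione beads; medium: PBS, Tween 20 0.05%, BSA 0.1%; reagent: fluorescein-tagged arrestin peptide at 50 nM final; schedule: pre-incubation 12 min, peptide binding 1 h, room temperature; detection: flow cytometry, FL1 (488/535 nm); read-out: inhibition as reduced fluorescein signal on beads, percent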
AddAB inh: growth inhibition of E. coli expressing H. pylori AddAB, primary screen, AddAB inhibitor project, absorbance | inhibition, % at 11.9 µM | 0.29% of 330,000 active | AID 435030, 2010; in the data active means inhibition above about 12%;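 further: 0% = vehicle wells of infected cells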
DSG3 Ab inh: inhibitors of pemphigus antibody binding to DSG3, primary screen, biochemical, bead-based, flow cytometry, scFv-GFP; Desmoglein-3 (Homo sapiens), P32926; DSG3-coupled beads, scFv-anti-DSG3-GFP binding; stronger effect = lower value; binding (percent of control), % at 10 µM; 0.48% of 310,000 active;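 active means binding more than 3 SD below its plate's average and above zero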;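 further: hits lower antibody fragment binding to DSG3; some compounds called inactive have numbers as strong as hits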
Ecoli viability: E. coli V3065 growth inhibition, primary screen, counter-screen for AddAB inhibitor project, absorbance, OD600; 18 h; inhibition, % at 11.9 µM; 0.27% of 330,000 active;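 active means inhibition above the campaign's mean inhibition across all tested compounds plus 3 SD, cut at about 9.9% in these data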;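 further: uninfected addAB+ strain grown without phage in ampicillin broth; 0% = DMSO wells and 100% = ciprofloxacin 0.95 µg/ml wells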
Mot1-301 SUMO: yeast Mot1-301 growth rescue at high temperature, primary screen, SUMOylation pathway inhibitor project, S. cerevisiae, ATP luminescence, 38.5C; 1% of 320,000 active; growth rescue, % at 18.8 µM; AID 2716, 2010; S. cerevisiae Mot1-301 growth rescue; percent above DMSO median, 100 means doubled;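 active means every valid replicate shows activation above 250% relative to neutral control wells; inactive means the rest, any valid replicate at or below 250%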;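 further: OY570 slx delta 5 strain wells were the positive control but not used for scaling; some compounds called inactive have numbers as strong as hits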
PfHsp90 yeast 2: growth inhibition of PfHsp90-expressing yeast, primary screen, antimalarial PfHsp90 inhibitor project, S. cerevisiae, BacTiter-Glo luminescence, single point, set 2; BacTiter-Glo ATP, 48 h; yeast lacking PDR1 and PDR3 efflux regulators; 0.32% of 310,000 active; inhibition, % at 9.4 µM; AID 504621, 2011;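 active means every replicate shows inhibition above about 80%, whatever the replicate mean, limit read from the data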;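 further: 0% = DMSO neutral controls and 100% = 20 µM radicicol positive controls; yeast relying on Plasmodium falciparum Hsp90 in place of its own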
PKA-R1A act: activators of PKA-R1A holoenzyme, primary screen, biochemical, fluorescence polarization, Cy5-IP20, bovine R1A, mouse PKAc. PKA-R1A dissociation; scaled: DMSO 0%, 113 µM cGMP 100%. AID 504707, 2011. activation, % at 11.4 µM. 0.083% of 340,000 active;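 active means percent activation above the mean of all tested compounds plus 3 SD, cut at about 19% in these data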;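 further: higher means more PKAc released from R1A so a rise in polarization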
MOR-DOR ag: agonists of OPRM1-OPRD1 heterodimerization, primary screen, cell-based, luminescence; cells; activation, % at 9.3 µM; 0.3% of 340,000 active; in the data active means activation above about 18%;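 further: 0% = vehicle-treated cells and 100% = reference agonist; values of inactives mirror those of a sister screen read the other way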
phage Ecoli inh: growth loss of phage-infected E. coli, primary screen, RecBCD inhibitor project, absorbance, with phage, HTS | inhibition, % at 11.9 µM | AID 651602, 2012 | 0.26% of 360,000 active; in the data active means inhibition above about 11%
Tat export inh: E. coli Tat export inhibitors, primary screen, MC4100, TorA-mCherry reporter, fluorescence, single point. 0.036% of 340,000 active. inhibition, % at 10 µM;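 active means mean replicate inhibition at least 50% and at least half of replicates individually reaching 50%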;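 further: exported cargo escapes ClpAP degradation while cytoplasmic cargo is degraded and loses fluorescence; 0% = median of neutral control wells and 100% = median of NaSCN control wells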
* marks the source's active call; other numbers are inactive results; x = not tested or not shown.

No.	SMILES	OPRM1-OPRD1 inv	Arr AP2 block	AddAB inh	DSG3 Ab inh	Ecoli viability	Mot1-301 SUMO	PfHsp90 yeast 2	PKA-R1A act	MOR-DOR ag	phage Ecoli inh	Tat export inh
1	COc1ccc(-n2c(COc3ccc(C)cc3)n[nH]c2=S)cc1	8	-9	2.5	99	3.0	-31	-36	-7	-1.8	3.6	-12
2	CCC(C)[C@H](NC(=O)OC(C)(C)C)C(=O)N/N=C/c1ccc2nccnc2c1 (stereo partly specified)	0	-1	2.5	99	-1.3	3	10	-15	-0.1	1.1	11
3	O=C(CCNC(=O)Cn1cnc2ccccc2c1=O)NCCC1=CCCCC1	-1	29	-0.2	96	0.4	616	19	-1	0.1	2.3	-2
4	O=C(O)c1ccc(COCC(F)(F)F)cc1	10	2	1.9	101	-0.8	x	-8	-13	-1.9	-0.9	2
5	Oc1ccc(Cl)cc1Nc1nc(NCC2CCCO2)c2ccccc2n1 (stereo unspecified)	-58	-2	0.6	105	0.9	-11	-7	-11	10	4.0	-3
6	CC(C)(C)OC(=O)C[C@H]1C/C=C\C[C@@H](CC(=O)N[C@@H](CO)Cc2ccccc2)C(=O)NC[C@H](c2ccccc2)OC1=O	-1	7	0.8	104	0.3	6	14	-1	0.2	1.0	-2
7	COc1ccc(N2CCN(c3nc(C)c(C)c(=O)[nH]3)CC2)cc1	2	1	3.0	108	-0.3	-11	2	4	-0.4	-0.9	0
8	CC(CCCCCCCCC(=O)O)N(CCO)C(=O)OC(C)(C)C (stereo unspecified)	12	2	3.5	108	1.8	5	8	-2	-2.1	3.0	7
9	CN(C)S(=O)(=O)c1cccc(NC(=S)N2CCc3ccccc32)c1	8	37	1.6	96	1.8	1	-8	-6	-1.6	0.8	-7
10	Cc1cccc(NS(=O)(=O)c2ccc(C(C)(C)C)cc2)n1	16	-1	1.0	125	0.3	-3	5	5	-3.2	-1.2	4
11	COc1ccccc1C(CNc1nc(C(F)(F)F)nc2ccccc12)N(C)C (stereo unspecified)	-22	-3	2.2	113	0.2	2	5	9	4.1	-1.4	2
12	Cc1ccc2ccc(C)[n+](CCCS(=O)(=O)[O-])c2c1	16	38	2.6	104	2.4	411	-26	-6	-2.7	4.7	-3
13	Cc1cc(Cl)ccc1Oc1nc(-c2ccc(F)cc2)ccc1C#N	6	2	0.3	102	-0.8	x	x	-3	-1.3	3.6	11
14	CCN1CCN(C(=S)NCC(C)C)CC1	8	27	0.3	108	-0.3	-3	2	-1	-1.6	3.3	0
15	COc1ccccc1NNC(=O)c1cccnc1Oc1ccccc1	11	-2	-0.2	115	-2.4	7	0	-4	-2.1	0.2	-10
16	CC(C)Cc1nc2ccccc2[nH]1	13	-17	5.0	115	-1.5	8	5	0	-2.4	0.1	-11
17	CCOC(=O)CNC(=O)CSc1ccc(-c2nc3ccccc3[nH]2)cn1	2	1	1.2	102	-0.2	27	19	0	-0.5	-0.2	5
18	CCc1cc2c(N[C@@H](C)C(=O)O)ncnc2s1	10	-8	0.3	96	1.2	x	-7	9	-1.9	3.2	-1
19	COc1cccc(CC(=O)Nc2ccccc2N2CCCC2)c1	-10	-11	-0.8	109	0.3	9	17	-20	2.4	3.9	6
20	CC(C)c1ccc(C(C)NC(=S)NC2CCCCC2)cc1 (stereo unspecified)	-19	-10	x	106	x	-23	0	-6	4.5	5.3	4
21	CCCCOc1ccc2ccccc2c1C=O	-24	4	3.4	97	-2.6	215	2	2	4.3	2.5	3
22	O=C(CN1C(=O)c2ccccc2C1=O)NCC(=O)OCC(=O)c1ccc(Br)cc1	29	5	1.6	104	0.3	-2	x	-17	-5.8	1.5	1
23	N#C/C(=C\c1ccccc1[N+](=O)[O-])c1nc(C2CC2)cs1	-7	19	3.3	85	2.3	16	-56	-1	1.3	2.0	-8
24	O=S(=O)(Nc1nc2ccccc2nc1Cl)c1ccc(Cl)cc1	11	1	2.9	99	-0.3	-5	2	1	-2.0	3.9	6
25	C=CCn1c(SCC(=O)Nc2ccc(O)cc2)nc2sc(C)c(C)c2c1=O	13	-2	x	104	x	x	-11	-13	-2.4	3.6	-10
26	COc1ccccc1C1/C(=C(/O)c2ccc(OC(C)C)cc2)C(=O)C(=O)N1c1cc(C)on1 (stereo unspecified)	0	29	-1.0	97	0.2	6	-113	-11	0.1	4.9	2
27	N#Cc1ccccc1OCC(=O)NC(=O)NC1CCS(=O)(=O)C1 (stereo unspecified)	11	-5	1.4	98	-0.9	4	x	-1	-2.7	2.2	4
28	Cc1ccc(OCCSc2nc(NC(C)C)nc(NC(C)C)n2)cc1	-39	-3	-0.2	100	3.4	-18	8	-14	6.5	3.7	0
29	O=C(COC(=O)C12CC3CC(CC(O)(C3)C1)C2)Nc1ccccc1OC(F)F	12	-7	1.6	x	0.3	4	x	-6	-2.1	2.0	0
30	COc1cc(OC)cc(-c2c(-c3cccs3)c3cc(-c4cc(OC)c(OC)c(OC)c4)ccc3n2C)c1	4	31	1.4	99	0.6	-7	0	-12	-0.6	0.3	7
31	O=C(NNS(=O)(=O)c1ccc2ccccc2c1)c1cccnc1	14	4	1.5	82	-4.7	1	-7	-1	-2.8	4.7	-4
32	Cc1nc2c(C)cccn2c1/C(O)=C1\C(=O)C(=O)N(CCN(C)C)C1c1ccccc1 (stereo unspecified)	10	16	-1.9	113	-3.7	12	9	-6	-1.9	1.0	-5
33	CCCn1nc2cc(C(=O)NCc3ccc(C)cc3)ccc2c1OC	23	25	3.1	100	-0.2	7	9	-2	-4.0	1.8	-9
34	N#CCc1c[nH]c2ccc([N+](=O)[O-])cc12	19	-2	x	89	x	x	0	-4	-3.9	3.4	-1
35	C#CCOC(=O)c1csc2nnsc12	11	4	1.9	97	-0.5	1	x	2	-2.2	0.2	-6
36	O=C(O)C1=C(C2CCCCC2)C(=O)c2ccccc21	4	35	x	99	x	x	-1	-6	-0.9	3.9	-6
37	CC1=C(C(N)=O)C(c2ccccc2F)NC(=O)N1 (stereo unspecified)	15	2	-0.9	104	-1.8	-8	-19	15	-2.8	1.4	-3
38	O=C(COC(=O)c1cccc(Cl)c1)NC1CCS(=O)(=O)C1 (stereo unspecified)	9	1	2.6	102	-0.1	x	-27	-4	-1.7	2.6	-5
39	COc1ccc(S(=O)(=O)N2CCCCC2)cc1NC(=O)CNc1ccccc1N1CCCC1=O	13	-8	0.9	99	2.3	7	x	-6	-3.3	1.2	1
40	CCOc1ccc(NC(=O)CSc2nnc(CNC(=O)c3cccs3)o2)cc1	18	30	2.7	103	-0.4	-1	-12	5	-3.4	0.1	3
41	O=C(NC1CCCCC1)C(c1ccco1)N(C(=O)C(F)(F)F)C1CC1 (stereo unspecified)	-9	5	2.8	x	0.0	-14	-7	-6	1.5	2.0	-2
42	CSCC[C@H](NC(=O)N1CCn2c1nc1ccccc12)C(=O)NCc1ccc(C)cc1	x	6	3.0	104	0.3	4	-3	-4	x	-1.0	-2
43	CN(C)CC1CCC/C(=C/c2ccc(Cl)cc2)C1=O (stereo unspecified)	6	-11	x	86	x	x	-26	2	-1.3	1.2	-3
44	CCCCN(C1CCS(=O)(=O)C1)S(=O)(=O)c1ccc(C(C)C)cc1 (stereo unspecified)	-24	-1	0.8	101	0.8	1	3	-6	3.7	5.0	7
45	O=C1CCCc2nc(N3CCc4ccccc43)ncc21	5	11	-0.6	101	-2.5	-6	-3	13	-0.9	1.8	-2
46	Cc1c(C(=O)N2CCNCC2)oc2ccccc12	9	0	x	98	x	86	-10	-5	-1.9	1.4	10
47	CCOC(=O)c1nc(-c2ccc3c(c2)OCO3)[nH]c1C	7	-1	3.5	96	1.8	1	11	-2	-1.2	2.7	7
48	Cc1ccc(CNC(=O)C(Cc2ccccc2)NS(=O)(=O)c2cccs2)cc1 (stereo unspecified)	8	8	-0.4	100	-1.7	24	-4	4	-1.4	3.6	-6
49	CCCC(=O)N1CCN(Cc2ccc3c(c2)OCO3)CC1	1	2	1.9	110	1.0	1	2	-12	-0.2	2.9	30
50	CC(C)c1ccc(NC(=O)CCCN2C(=O)NC(C)(C)C2=O)cc1	12	-5	0.4	105	-1.6	7	24	13	-3.3	2.0	1
51	CCOc1cc(N2CCOCC2)c(OCC)cc1NC(=O)COC(=O)c1ccc(Cl)nc1	5	25	2.9	95	1.8	-13	x	1	-0.9	1.0	-1
52	COc1ccccc1CN(C)C(=O)COC(=O)c1c(C)noc1C	9	9	-1.2	94	-2.4	30	-15	4	-1.8	2.1	6
53	Cc1cccc(CCNC(=O)C2CCN(S(=O)(=O)c3ccccc3)CC2)c1	8	-20	2.8	116	3.1	2	x	4	-1.6	-0.5	-3
54	COc1ccc(N(CC(=O)Nc2ccc(OC)c(Cl)c2)S(=O)(=O)c2c(C)noc2C)cc1	-2	-7	5.7	102	0.4	-8	8	7	0.3	2.0	0
55	COc1ccc(OC)c(NC(=O)COC(=O)c2n[nH]c3ccccc23)c1	-3	-7	0.8	116	-1.1	18	22	-10	0.7	1.3	-2
56	Cc1ccc2nc(SCC(=O)N(CC(C)C)c3c(N)n(CC(C)C)c(=O)[nH]c3=O)[nH]c2c1	15	4	3.8	97	1.1	3	-28	0	-3.0	0.6	4
57	CC(NCC(=O)Nc1ccccc1C(=O)NC1CC1)c1cccc(Cl)c1 (stereo unspecified)	-4	-13	x	99	x	x	x	2	0.6	3.8	1
58	S=c1nc(NCc2cccc(Cl)c2)c2ccccc2[nH]1	-4	-11	7.0	99	6.7	-15	-41	-8	0.8	10	4
59	Cn1c(=O)c2[nH]c(COc3ccc(C(C)(C)C)cc3)nc2n(C)c1=O	-1	4	3.0	95	1.0	-13	-12	-8	0.2	x	2
60	CC(C)(C)c1ccc(C(=O)CCC(=O)NCc2ccccc2)cc1	-8	-3	-0.9	x	1.6	16	5	-12	1.9	0.6	4
